CYP2C19 activ: activators of human cytochrome P450 2C19; activation factor at 5 µM; 96,000 tested, under 10 active; recombinant CYP2C19, luciferin-H EGE luminescence; hits give high values; 0 = fully inhibited enzyme, 1 = untreated enzyme; P33261; AID 1025;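 active means activation factor of at least 2 at 5 µM in the primary screen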;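 further: 0 = wells with 2.5 mM tranylcypromine and 1 = vehicle-only wells; values of inactives mirror those of a sister screen read the other way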
Target sequence (P33261 whole entry, looked up): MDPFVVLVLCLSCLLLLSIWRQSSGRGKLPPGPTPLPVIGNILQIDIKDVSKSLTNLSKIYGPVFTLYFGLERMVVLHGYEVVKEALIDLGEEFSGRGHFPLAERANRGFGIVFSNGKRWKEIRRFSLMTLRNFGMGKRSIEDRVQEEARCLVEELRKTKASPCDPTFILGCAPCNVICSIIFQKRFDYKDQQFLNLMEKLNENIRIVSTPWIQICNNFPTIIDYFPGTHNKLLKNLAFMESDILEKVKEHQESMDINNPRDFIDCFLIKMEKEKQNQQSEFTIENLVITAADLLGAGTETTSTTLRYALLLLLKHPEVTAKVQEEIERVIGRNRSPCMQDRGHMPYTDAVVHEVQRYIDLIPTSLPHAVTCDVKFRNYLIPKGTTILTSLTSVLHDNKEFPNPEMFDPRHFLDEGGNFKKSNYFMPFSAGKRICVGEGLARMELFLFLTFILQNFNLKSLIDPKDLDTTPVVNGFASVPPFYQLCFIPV
Mac1 fbg inh: CD11b/CD18-fibrinogen binding inhibition; 93,000 compounds, 0.54% hits; inhibition, % at 10 µM; AID 1497; K562 CD11b/CD18 adhesion to fibrinogen, ATPlite luminescence; Mn2+ added to activate the integrin;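 active means primary inhibition of 50% or more at 10 µM, then 40% or more on retest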; further: some results filed as inactive read as strong as hits
CYP2C19 inh: inhibitors of human CYP2C19. P33261. CYP2C19 Supersomes, luciferin-H EGE luminescence, 30 min. inhibition, % at 5 µM. 96,000 compounds, 21% hits. AID 778;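 active means CYP2C19 inhibition above a set limit at 5 µM in the primary screen, cut at about 50% in these data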;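 further: plate controls were negative control wells for no effect and 2.5 mM tranylcypromine positive control for full effect; values of inactives mirror those of a sister screen read the other way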
CYP2C9 inhib: blocks human cytochrome P450 2C9. P11712. CYP2C9 Supersomes, luciferin-H conversion, luminescence. inhibition, % at 5 µM. 96,000 compounds, 20% hits. AID 777;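 active means blocking of liver enzyme CYP2C9 beyond about 50% at 5 µM, limit read from the data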; further: values of inactives mirror those of a sister screen read the other way
Target sequence (P11712 whole entry, looked up): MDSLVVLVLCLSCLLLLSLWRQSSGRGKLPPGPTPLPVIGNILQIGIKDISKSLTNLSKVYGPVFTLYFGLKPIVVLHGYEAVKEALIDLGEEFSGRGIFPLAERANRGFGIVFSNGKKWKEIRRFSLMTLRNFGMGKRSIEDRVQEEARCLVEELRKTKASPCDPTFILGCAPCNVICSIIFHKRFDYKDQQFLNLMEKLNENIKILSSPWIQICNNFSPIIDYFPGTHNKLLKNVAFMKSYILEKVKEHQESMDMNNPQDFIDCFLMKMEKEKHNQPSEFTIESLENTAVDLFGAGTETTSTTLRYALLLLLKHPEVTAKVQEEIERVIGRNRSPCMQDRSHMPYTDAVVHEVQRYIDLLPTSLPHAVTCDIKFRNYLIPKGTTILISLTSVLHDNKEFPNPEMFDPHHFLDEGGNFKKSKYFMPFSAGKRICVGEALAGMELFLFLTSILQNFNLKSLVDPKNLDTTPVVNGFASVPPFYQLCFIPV
Pyk2 oligo antag: antagonists of human Pyk2 oligomerization; Q14289; Q293 cells, Pyk2 FERM NanoBiT luminescence; hits give low values; z-score (the deposit names both 25 µM and 10 µM); 99,000 compounds, 0.83% hits; AID 1347419;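 active means Z-score of -3 or lower, scaled per plate to the spread of control and sample wells; inactive means z-score above -3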;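 further: negative z-score means lost luminescence so less FERM oligomerization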
CYP2C9 activ: CYP2C9 (human) activation | AID 1024 | P11712 | activation factor at 5 µM | recombinant CYP2C9, luciferin-H conversion, luminescence; hits give high values; factor 1 = untreated enzyme, 0 = blocked | 96,000 compounds, 1.4% hits;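 active means activation factor of 2 or more for CYP2C9 at a 5 µM dose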;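 further: 0 = sulfaphenazole-blocked wells and 1 = vehicle-only wells; values of inactives mirror those of a sister screen read the other way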
MT1-MMP txn act: activates MT1-MMP transcription; 86,000 compounds, 0.16% hits; activation factor at 10 µM; HT1080 MT1-MMP promoter luciferase reporter, luminescence, overnight; hits give high values;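 active means activation factor of at least 2 for MT1-MMP transcription at 10 µM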
PLAP activator: human PLAP activation | purified PLAP enzyme, luminescent substrate read-out; hits give high values | 96,000 compounds, 1.2% hits | activation fold at 20 µM | AID 696 | P05187; in the data active means activation fold above about 2
CD11b adhes enh: CD11b/CD18-fibrinogen binding enhancement | K562 CD11b/CD18 adhesion to fibrinogen, ATPlite luminescence | activation, % at 10 µM | AID 1499 | 93,000 compounds, 0.07% hits | P05107+P11215;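 active means 10 µM primary screen giving 50% or more activity, confirmed by 40% or more on retest at that dose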; further: strong numbers were not always called active; reference of the scale not given here
* hit, by the source's call; . = not tested or not shown.

SMILES | CYP2C19 activ | Mac1 fbg inh | CYP2C19 inh | CYP2C9 inhib | Pyk2 oligo antag | CYP2C9 activ | MT1-MMP txn act | PLAP activator | CD11b adhes enh
CC1CCCCN1S(=O)(=O)c1ccc(S(=O)(=O)N2CCN(c3ccc(F)cc3)CC2)cc1 (centres undefined) | 1 | 10 | 1 | 3 | 1.1 | 1 | 1.2 | 0.9 | -5
COC(=O)c1c(NC(=O)CC2Nc3ccccc3NC2=O)sc(C)c1C (centres undefined) | 0.8 | . | 22 | 34 | -0.99 | 0.7 | . | 1.1 | .
COCCCN1C(=O)C(O)=C(C(=O)c2ccco2)C1c1ccc(Br)cc1 (centres undefined) | 1.1 | -1 | -13 | 3 | -0.19 | 1 | 1.1 | 1 | 0
CCOc1ccc(NC(=O)CN2CCN(CC(=O)Nc3ccc(F)c(F)c3)CC2)cc1 | 0.6 | -15 | 42 | 41 | 0.44 | 0.6 | 1.3 | 1.1 | 0
CN(Cc1ccccc1)c1nc2c(c(=O)[nH]c(=O)n2C)n1CCSc1nc2ccccc2[nH]1 | 0.6 | -8 | 38 | 67* | -0.22 | 0.3 | 1.2 | 2* | -2
COC(=O)c1c(-c2ccc(C)cc2)csc1N | 0.8 | -5 | 24 | 32 | . | 0.7 | 1.1 | 1.1 | 3
Cc1cccc(C(=O)NC2CCN(CC(=O)N3CCOCC3)CC2)c1 | 1.1 | 6 | -6 | -1 | 0.96 | 1 | 1 | 1.1 | 0
CCc1ccc(Cn2nnc(C(=O)Nc3cccc(C)c3)c2N)cc1 | 0.9 | -6 | 6 | 12 | . | 0.9 | 1.1 | 0.9 | 0
Cc1nc(NCc2ccco2)c2c3c(sc2n1)CCC3 | 0.8 | . | 18 | 22 | -0.05 | 0.8 | 1.6 | 1.1 | .
N#C/C(C(=O)Oc1ccccc1)=C1\C=CC=CN1 | 0.9 | -7 | 11 | 19 | -0.13 | 0.8 | 1.3 | 1.1 | -1
Cc1ccc2c(CN3CCN(CCO)CC3)cc(=O)oc2c1C | 1.1 | -9 | -12 | 10 | -3.5* | 0.9 | 1 | 1.1 | -3
O=C(COc1ccc(F)cc1)N(CC1=CCS(=O)(=O)C1)c1ccccc1 | 1.1 | -7 | -5 | -19 | 0.13 | 1.2 | 1 | 1 | 3
CCOc1ccc2oc(C(=O)Nc3ccc(N4CCOCC4)cc3)c(C)c2c1 | 1.1 | -16 | -7 | -2 | -0.54 | 1 | . | 0.8 | 10
Cc1cc(NC(=O)c2cc(-c3ccco3)on2)no1 | 1 | -6 | -2 | 8 | 0.21 | 0.9 | 1.1 | 0.9 | 5
O=C(COC(=O)C1(c2ccccc2)CC1)N1CCN(c2ccc(F)cc2)CC1 | 0.2 | -3 | 77* | -6 | 0.93 | 1.1 | 1 | 1.1 | 2
COc1ccc(NC(=O)C(c2ccccc2)N(C)C(=O)c2cnccn2)cc1 (centres undefined) | 0.7 | 14 | 29 | 24 | -0.66 | 0.8 | 1 | 1.3 | 5
Cc1cnc(C(=O)Nc2ccccc2-c2ccc(C)o2)cn1 | 1 | -18 | -4 | 89* | -0.2 | 0.1 | 1 | 0.9 | -4
Clc1c(CSc2nc3ccccc3o2)nc2ccccn12 | 0 | 7 | 98* | -1 | 0.27 | 1 | . | 1.6 | 0
O=C(O)C1CCCN1c1ncnc2c1oc1ccccc12 (centres undefined) | 0.8 | -14 | 22 | 15 | 1.3 | 0.8 | 1.1 | 1 | 4
Cc1noc(C)c1C(=O)Nc1sc2c(c1C(N)=O)CCC2 | 0.9 | 8 | 10 | 16 | -0.11 | 0.8 | 0.8 | 1.2 | -3
Cc1cc2ccccc2nc1SCC(=O)N1CCCC1 | 0.7 | -7 | 33 | -22 | 0.13 | 1.2 | 1.1 | 0.9 | -1
CCc1c(C)c(C#N)c2nc3ccccc3n2c1N1CCN(c2cc(C)ccn2)CC1 | 0.8 | . | 22 | 67* | . | 0.3 | 1.1 | 1 | .
CCOc1cccc(C(=O)Nc2nnc(-c3ccco3)s2)c1 | 0.8 | 11 | 18 | -105 | 0.3 | 2.1* | 0.6 | 1.2 | -2
CCOC(=O)C1CCCCN1Cc1cc(Cl)ccc1O (centres undefined) | 0 | 5 | 99* | 94* | 0.8 | 0.1 | . | 1.1 | 5
CS(=O)(=O)N1CCN(c2ccccc2F)CC1 | 0.8 | 9 | 16 | 25 | -0.21 | 0.7 | 0.9 | 1 | -2

Ordered by number of heavy atoms (largest number first): some entries from above
SMILES | CYP2C19 activ | Mac1 fbg inh | CYP2C19 inh | CYP2C9 inhib | Pyk2 oligo antag | CYP2C9 activ | MT1-MMP txn act | PLAP activator | CD11b adhes enh
CN(Cc1ccccc1)c1nc2c(c(=O)[nH]c(=O)n2C)n1CCSc1nc2ccccc2[nH]1 | 0.6 | -8 | 38 | 67* | -0.22 | 0.3 | 1.2 | 2* | -2
CC1CCCCN1S(=O)(=O)c1ccc(S(=O)(=O)N2CCN(c3ccc(F)cc3)CC2)cc1 (centres undefined) | 1 | 10 | 1 | 3 | 1.1 | 1 | 1.2 | 0.9 | -5
Cc1ccc2c(CN3CCN(CCO)CC3)cc(=O)oc2c1C | 1.1 | -9 | -12 | 10 | -3.5* | 0.9 | 1 | 1.1 | -3
CCOc1cccc(C(=O)Nc2nnc(-c3ccco3)s2)c1 | 0.8 | 11 | 18 | -105 | 0.3 | 2.1* | 0.6 | 1.2 | -2
O=C(O)C1CCCN1c1ncnc2c1oc1ccccc12 (centres undefined) | 0.8 | -14 | 22 | 15 | 1.3 | 0.8 | 1.1 | 1 | 4
CCOC(=O)C1CCCCN1Cc1cc(Cl)ccc1O (centres undefined) | 0 | 5 | 99* | 94* | 0.8 | 0.1 | . | 1.1 | 5
Cc1cc(NC(=O)c2cc(-c3ccco3)on2)no1 | 1 | -6 | -2 | 8 | 0.21 | 0.9 | 1.1 | 0.9 | 5
N#C/C(C(=O)Oc1ccccc1)=C1\C=CC=CN1 | 0.9 | -7 | 11 | 19 | -0.13 | 0.8 | 1.3 | 1.1 | -1

Later entries.
SMILES | CYP2C19 activ | Mac1 fbg inh | CYP2C19 inh | CYP2C9 inhib | Pyk2 oligo antag | CYP2C9 activ | MT1-MMP txn act | PLAP activator | CD11b adhes enh
Clc1ccc2[nH]c(-c3ccccc3)cc2c1 | 0.7 | 36 | 32 | 50 | 0.32 | 0.5 | . | 1 | -4
Cc1cccc(NC2=NCC(=O)N2CCc2ccccc2)c1 | 1 | . | -3 | 2 | -0.33 | 1 | 1 | 1.1 | .
Cn1nccc1C(=O)NC(=S)Nc1sc2c(c1C#N)CCCCC2 | 1.1 | -8 | -9 | -3 | -0.19 | 1 | . | 1 | 2
CCOc1ccc(-c2cn(S(=O)(=O)c3cccc4nsnc34)nc2N)cc1 | 1 | -3 | 4 | 63* | 0.26 | 0.4 | 1.2 | 1.3 | 0
CC(C)Cn1c(N)c(C(=O)CSc2nc3ccccc3n2C)c(=O)n(C)c1=O | 0.9 | . | 14 | -33 | 0.89 | 1.3 | . | 0.9 | .
Cc1ccc(/C=C/c2nnc(-c3cccc(C)c3)o2)cc1 | 1.1 | 14 | -12 | 4 | 1.5 | 1 | . | 1.1 | 9
Cc1n(CC(O)COCc2ccccc2)c2ccccc2[n+]1C (centres undefined) | 1.1 | . | -14 | 8 | -0.64 | 0.9 | . | 0.6 | .
Cn1c(CNc2ccc(Cl)cc2)nc2ccccc21 | 0 | 16 | 98* | 84* | 1.9 | 0.2 | 1.6 | 0.7 | 1
CCOc1ccc2nc(SCc3ccccc3C#N)sc2c1 | 0.5 | . | 51* | -147 | -0.91 | 2.5* | . | 0.9 | .
CC(C)CC(=O)Nc1sc2c(c1C#N)CC(C)(C)NC2(C)C | 1 | 7 | 4 | -2 | 0.35 | 1 | 1.1 | 1.1 | 1
CCC1(C)Cc2ccccc2/C(=C/C(=O)N2CCCCC2)N1 (centres undefined) | 0.8 | 0 | 21 | 25 | -0.8 | 0.7 | 1.2 | 1.3 | 3
CCS(=O)(=O)c1nnnn1-c1ccccc1S(C)(=O)=O | 0.9 | -1 | 11 | -8 | -0.86 | 1.1 | 1 | 1.1 | -8
CCCn1c(CCC(=O)O)ccc1-c1ccc(OC)cc1 | 0.8 | 21 | 18 | 4 | 1.6 | 1 | 1.1 | 1.3 | 18
CCOC(=O)CSc1nc(-c2ccncc2)ccc1C#N | 0.9 | 6 | 11 | 30 | 0.09 | 0.7 | 1.1 | 1 | -3
O=C(NCc1ccc(F)cc1)c1noc2c1CCCCC2 | 0.8 | -8 | 18 | 17 | -0.38 | 0.8 | 1.3 | 0.8 | -4
O=C(NCCCN1CCN(c2ccccc2F)CC1)C1CCN(S(=O)(=O)c2cccs2)CC1 | 0.9 | 39 | 6 | 8 | 1.1 | 0.9 | 1.1 | 1.5 | -4
Cc1cccc(NC(=O)CC(C)(C)C)c1 | 0.6 | -3 | 42 | -3 | -0.8 | 1 | 1.2 | 0.9 | 0
COC(=O)C(CC(=O)Nc1cc(C)ccc1C)Nc1ccccc1OC (centres undefined) | 0.8 | 14 | 15 | 8 | 0.4 | 0.9 | 1.1 | 0.7 | -4
O=C(OCc1cc(Cl)ccc1OC(F)F)c1cc(S(=O)(=O)O)ccc1O | 1 | -19 | 3 | 73* | . | 0.3 | 1.1 | 1.2 | -5
CCC(Oc1ccccc1)C(=O)N1CCN(CC)CC1 (centres undefined) | 1 | -9 | -1 | 3 | -0.51 | 1 | 1.1 | 1 | -1
CCSc1nnc(NC(=O)CSc2nccn2-c2cccc(C)c2C)s1 | 0.7 | 28 | 35 | 70* | . | 0.3 | 1.1 | 1.1 | -2
CC(O)(CS(=O)(=O)Cc1ccc(Cl)cc1)C(=O)Nc1cccc(C(F)(F)F)c1 (centres undefined) | 0.7 | . | 28 | 37 | 0.18 | 0.6 | . | 1 | .
CC1(C)CC(=O)C2=C(C1)c1c(ccc3ccccc13)NC2c1ccco1 (centres undefined) | 0.8 | -15 | 20 | 16 | -1.1 | 0.8 | . | 0.9 | -4
C=CCOc1ccc(CNn2c(C)n[nH]c2=S)cc1OC | 0.4 | . | 61* | 10 | 1.1 | 0.9 | . | 1 | .
CCn1c(N2CCN(CC(=O)Nc3cccc(C)c3C)CC2)nc2ccccc21 | 0.9 | 11 | 11 | -26 | 0.41 | 1.3 | 1 | 1.4 | -4

(next part)
SMILES | CYP2C19 activ | Mac1 fbg inh | CYP2C19 inh | CYP2C9 inhib | Pyk2 oligo antag | CYP2C9 activ | MT1-MMP txn act | PLAP activator | CD11b adhes enh
CCSc1ccccc1C(=O)NCc1ccc(OC)cc1 | 0 | -9 | 96* | 54* | 1 | 0.5 | 1.1 | 0.9 | 0
COc1ccc(OC)c2[nH]c(=O)c(CCNC(=O)C(C)C)cc12 | 0.8 | 10 | 15 | -16 | . | 1.2 | 1 | 1 | 2
CN(CCO)C(=O)c1cccc2c1-c1ccccc1C2=O | 0.8 | 1 | 19 | 15 | 0.18 | 0.8 | 1 | 0.9 | -1
CCOC(=O)C1=C(C)N(C)C(=O)NC1c1cc2c(cc1Br)OCO2 (centres undefined) | 0.4 | 7 | 62* | 38 | -0.38 | 0.6 | 0.9 | 0.9 | 4
COc1ccc(CC(=O)N2CCN(C(=O)Cc3ccc(OC)cc3)CC2)cc1 | 0.9 | -16 | 7 | -4 | 0.11 | 1 | 1 | 1.2 | 0
CCC(Sc1nc2c(c(=O)n1CC)SC(C)C2)C(=O)OC (centres undefined) | 0.7 | 14 | 26 | 56* | . | 0.4 | . | 1.2 | 5
O=C(COc1ccc(Cl)cc1)NCc1nnc(SCC(=O)NC2CCCC2)o1 | 1.1 | -5 | -13 | -71 | -0.05 | 1.7 | . | 0.9 | 0
O=C(NCCN1C(=O)C2C3C=CC(C3)C2C1=O)Nc1ccc(Br)cc1 (centres undefined) | 0.1 | 4 | 94* | 55* | . | 0.4 | . | 0.9 | -1
Cc1ccc(C(=O)N/C(=C\c2ccc([N+](=O)[O-])cc2)C(=O)NCCc2ccccc2)cc1 | 0.6 | . | 43 | 9 | -0.02 | 0.9 | . | 0.9 | .

From PubChem
